GAA glycogen mod – GAA glycogen-cleavage inhibition or activation; AID 2100; hit rate 0.38% among 300,000; Potency, µM (series often up to 76.4 µM), for inactives: at the top dose activity change, negative = inhibition, usual class: inhibitors; recombinant GAA, glycogen substrate, Amplex Red glucose oxidase fluorescence; P10253; active means well fitted inhibition curve with a large enough effect; inconclusive means small, poorly fitted or top-dose-only effect, or another doubt; inactive means no such curve, though single readings can be large or run the other way;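 further: 0% = full enzyme reaction and -100% = no-enzyme basal signal; the screen sought inhibitors and activators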
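Recombinant human alpha-glucosidase (4 nM final) hydrolysed bovine liver glycogen (30 ug) for 40 min at 37 C in pH 5.0 citrate/phosphate with 0.01% Tween-20. Released glucose detected by glucose oxidase/Amplex Red, Ex 573/Em 610 nm. Compounds up to 77 uM; AC50 from Hill fits.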
Active calls of the source: *; [ ] = another dose, or the depositor's remark. Potency means the concentration at half of the fitted maximal effect. Some of the compounds tested (hit frequency here may not be typical).

`CCOc1cc2c(cc1OCC)-n1cccc1C(c1cc(C)c(OC)cc1C)NC2` (configuration not stated) gave GAA glycogen mod -12%.
`Fc1cccc(F)c1CN1CCN(c2ccc(Cl)cc2)CC1` gave GAA glycogen mod -3%.
Screening O=C(NC(=S)N1C[C@H]2C[C@H](C1)c1cccc(=O)n1C2)c1ccc(Cl)cc1Cl returned GAA glycogen mod -5%[76.3 µM].
For OCCNCCc1c[nH]c2ccc(OCc3ccccc3)cc12 the results were GAA glycogen mod -4%.
`Cc1cc(O)c2c(c1)OC(C)(C)C1=C2CC(C)CC1` (configuration not stated) gave GAA glycogen mod inconclusive.
For COc1ccc(OC)c(-n2c(O)c(/C=C3\C=Nc4ccccc43)c(=O)[nH]c2=O)c1 the results were GAA glycogen mod -9%.
Screening CCN1C(=O)NC(=O)/C(=C\c2cn(CC(=O)O)c3ccccc23)C1=O returned GAA glycogen mod -5%.
For FC(F)(F)c1cccc(NC2=NCCCS2)c1 the results were GAA glycogen mod 20%[76.3 µM].
`O=S1(=O)N(Cc2ccccc2Cl)CCCN1Cc1ccccc1Cl` gave GAA glycogen mod -9%[76.3 µM].
For CC(=O)c1cn(CC(=O)NCCc2c[nH]c3ccccc23)c2ccccc12 the results were GAA glycogen mod -5%[76.3 µM].
For COc1ccc(C(=O)OC2C[C@H]3CC[C@@H](C2)N3O)cc1OC (some centres not stated) the results were GAA glycogen mod 2%.
`CN1C(=O)CN=C(c2ccccc2Cl)c2cc(Br)ccc21` gave GAA glycogen mod -5%[76.3 µM].
CCCCCn1c(=O)c(C(=O)NCc2ccc(Cl)cc2)c(O)c2ccccc21 was read as GAA glycogen mod -3%[76.3 µM].
`CN(C)CCN(C(=O)COc1ccc(Cl)cc1)c1nc2cc3c(cc2s1)OCO3` gave GAA glycogen mod -3%[76.3 µM].
Screening O=c1[nH]c(=S)n(-c2ccccc2F)c(O)c1C=NCCN1CCNCC1 returned GAA glycogen mod -6%.
`CCN1CCN(Cc2cccnc2)CC1` gave GAA glycogen mod -10%[76.3 µM].
O=c1[nH]c(O)c(C=Nc2ccc(F)c(Cl)c2)c(=O)[nH]1 was read as GAA glycogen mod 3%.
`CN1C(=O)N(C)C(=O)C2(Cc3cc(NC(=O)c4ccccc4Cl)ccc3N3CCCC32)C1=O` (configuration not stated) gave GAA glycogen mod -24%[76.3 µM].
For Cc1cccc(C)c1N1CCN(c2c(C)cccc2C)CC1 the results were GAA glycogen mod -7%[76.3 µM].
`c1ccc(CCNCc2cccnc2)cc1` gave GAA glycogen mod -13%[76.3 µM].
`O=C(Nc1cccc(Cl)c1)N1C[C@H]2C[C@@H](C1)c1cccc(=O)n1C2` gave GAA glycogen mod -8%[76.3 µM].
O=C(Nc1ccc(Cl)cc1C(=O)c1ccccc1)c1ccccc1Br was read as GAA glycogen mod -8%[76.3 µM].
COc1ccc(-c2nc(CN3C(=O)CN=C(c4ccccc4)c4ccccc43)c(C)o2)cc1 was read as GAA glycogen mod -13%[76.3 µM].
`CN1CC(C(=O)c2ccc([N+](=O)[O-])cc2)C(c2ccc(Cl)cc2)C1` (configuration not stated) gave GAA glycogen mod 1%.
For Cc1c2cnn(CC(=O)N3CCC4(CC3)OCCO4)c(=O)c2c(C)n1Cc1cccc(Cl)c1 the results were GAA glycogen mod 2%[76.3 µM].
`C#CC1(O)CCC2C3CCC4=C/C(=N/OCC(=O)NCC(=O)NC(C(=O)O)C(C)C)CC[C@]4(C)C3CC[C@@]21C` (some centres not stated) gave GAA glycogen mod 2%.
Screening CCN(CC)C(=O)c1ccc(NC(=O)CCn2nc(-c3ccc(Cl)cc3)c3ccccc3c2=O)cc1 returned GAA glycogen mod 5%[76.3 µM].
Screening CC(=Nc1ccc(F)cc1)c1c(O)n(C)c(=O)[nH]c1=O returned GAA glycogen mod 3%[76.3 µM].
For COc1ccccc1CNCCc1ccc(F)cc1 the results were GAA glycogen mod 1%.
`CCN1C(=O)C(=Cc2c(C)n(CC(=O)NCC3CCCO3)c3ccccc23)C(=O)N(CC)C1=S` (configuration not stated) gave GAA glycogen mod -8%[76.3 µM].
CN1C(=O)c2ccccc2Sc2ccc(NC(=O)N3CCN(c4ccccc4)CC3)cc21 was read as GAA glycogen mod inconclusive.
O=c1cc(CN2CCNCC2)nc2sccn12 was read as GAA glycogen mod 5%.
For Cc1cccc(N2CCN(Cc3ccc4c(c3)OCO4)CC2)c1C the results were GAA glycogen mod 17%[76.3 µM].
CC1(C)CN(S(=O)(=O)OCC(Cl)(Cl)Cl)C(=O)N1 was read as GAA glycogen mod 0%[76.3 µM].
For Cc1ccc(OCC(=O)Nc2ccc(Cl)cc2C(=O)c2ccccc2)c(Br)c1 the results were GAA glycogen mod 13%[76.3 µM].
NP(=O)(OCCCc1ccccc1)Oc1ccccc1Cl (configuration not stated) was read as GAA glycogen mod 10%[76.3 µM].
`COc1cccc(-n2c(/C=C/c3ccccc3O)nc3ccccc3c2=O)c1` gave GAA glycogen mod -2%[76.3 µM].
For CN1CCCN(C(=O)COc2cccc(C(F)(F)F)c2)CC1 the results were GAA glycogen mod -4%[76.3 µM].
`Cc1cc(OCC(=O)N2CCC(C(=O)O)CC2)c2c3c(c(=O)oc2c1)CCCC3` gave GAA glycogen mod -12%[76.3 µM].
For Oc1ccccc1CN(CCc1ccccc1)Cc1ccccc1 the results were GAA glycogen mod -19%[76.3 µM].
CCOc1cc2c(cc1OCC)-n1cccc1C(c1ccc(F)cc1)NC2 (configuration not stated) was read as GAA glycogen mod 5%.
For COc1cccc(CNC(=O)c2cc3c(-c4ccccc4F)nn(C)c3s2)c1 the results were GAA glycogen mod inconclusive.
`C=CCN1C(=O)/C(=C/c2ccc(Br)s2)C(=O)NC1=S` gave GAA glycogen mod -6%[76.3 µM].
`Cc1cc(N2CCNCC2)nc2ccccc12` gave GAA glycogen mod 11%[76.3 µM].
Cc1cc2ccccn2c1C(C[N+](=O)[O-])c1c(F)cccc1Cl (configuration not stated) was read as GAA glycogen mod -20%[76.3 µM].
Cc1cc(=O)oc2cc(OCC(=O)N3C[C@H]4C[C@@H](C3)c3cccc(=O)n3C4)c(Cl)cc12 was read as GAA glycogen mod 20%[76.3 µM].
`O=C(/C=C/c1ccc(Cl)cc1)NC(=S)N1C[C@H]2C[C@H](C1)c1cccc(=O)n1C2` gave GAA glycogen mod -1%[76.3 µM].
`COCCNC(=O)Cn1cc(/C=C2\C(=O)NC(=O)N(c3cccc(C)c3C)C2=O)c2ccccc21` gave GAA glycogen mod 0%.
`Cc1[nH]c2ccc(OC(F)(F)F)cc2c1CCNCc1cccc([N+](=O)[O-])c1` gave GAA glycogen mod -2%.
For C[C@]12CCC3C(CC[C@H]4C[C@H](N)CC[C@]34C)C1CC[C@H]2O (some centres not stated) the results were GAA glycogen mod 0%.
Screening CCOc1cc(C)cc2oc(=O)c3c(c12)CCCC3 returned GAA glycogen mod 2%.
Screening COc1ccc(CN2CCN(C(=O)COc3ccccc3)CC2)c(OC)c1 returned GAA glycogen mod -3%[76.3 µM].
COc1ccc(CCNCc2ccccc2)cc1 was read as GAA glycogen mod 5%.
`C[C@H](NC(=O)CCC(=O)N1C[C@H]2C[C@H](C1)c1cccc(=O)n1C2)c1ccccc1` gave GAA glycogen mod -11%[76.3 µM].
Cc1ccc(Oc2cc(NN3CCCCC3)c([N+](=O)[O-])cc2[N+](=O)[O-])c([N+](=O)[O-])c1 was read as GAA glycogen mod 10%[76.3 µM].
`CN1CC(C(=O)c2cccc(C(F)(F)F)c2)C(c2ccc(Cl)cc2)C1` (configuration not stated) gave GAA glycogen mod -2%.
Cc1cc(=O)oc2c(C)c(OCC(=O)N3C[C@H]4C[C@@H](C3)c3cccc(=O)n3C4)ccc12 was read as GAA glycogen mod -7%[76.3 µM].
For Cc1cc(C)c(N=Cc2c(O)[nH]c(=O)[nH]c2=O)c(C)c1 the results were GAA glycogen mod 15%[76.3 µM].
Cc1ccc(C2(O)CN3CCC2CC3)cc1 (configuration not stated) was read as GAA glycogen mod -2%.
For CCC1C(C#N)=C(N)Oc2c1c(=O)oc1ccccc21 (configuration not stated) the results were GAA glycogen mod 2%.
Screening COc1ccc2ccccc2c1CNCCc1ccccc1 returned GAA glycogen mod 0%[76.3 µM].
For CC(Cc1ccccc1)NC(=O)c1ccc(N)cc1 (configuration not stated) the results were GAA glycogen mod -20%[76.3 µM].
Screening c1coc(CNCCc2c[nH]c3ccccc23)c1 returned GAA glycogen mod -11%[76.3 µM].
Screening CN1CC(C#N)C2(O)c3ccccc3CCC2C1 (configuration not stated) returned GAA glycogen mod 17%[76.3 µM].
O=c1c2ccccc2nc(/C=C/c2ccccc2O)n1-c1ccccc1O was read as GAA glycogen mod 0%.
`CC1CCC(N2CCN(C(=O)COc3ccccc3)CC2)CC1` (configuration not stated) gave GAA glycogen mod -1%[76.3 µM].
Screening COc1ccc(CC(C)NCCC(c2ccccc2)c2ccccc2)cc1 (configuration not stated) returned GAA glycogen mod -3%[76.3 µM].
`CCN(CC)C(=O)c1ccc(NC(=O)c2cccc(S(=O)(=O)N3CCN(C)CC3)c2)cc1` gave GAA glycogen mod -11%[76.3 µM].
Screening Cn1c(O)c(/C=C2\C=Nc3ccccc32)c(=O)n(C)c1=O returned GAA glycogen mod -5%[76.3 µM].
Screening O=C(c1ccccc1[N+](=O)[O-])N1CCC2(CC1)OCCO2 returned GAA glycogen mod -8%[76.3 µM].
CN1CCCN(C(=O)COc2ccc(F)cc2F)CC1 was read as GAA glycogen mod 1%[76.3 µM].
Screening COc1ccc(N2C(=O)/C(=C/c3ccc(C)o3)C(=O)NC2=S)c(OC)c1 returned GAA glycogen mod -5%[76.3 µM].
COc1ccc(-n2nc(C(=O)NCC(=O)N3CCC4(CC3)OCCO4)c3ccccc3c2=O)cc1Cl was read as GAA glycogen mod -4%.
Cc1cc(O)c(CN2CC=C(c3ccccc3)CC2)cc1C(C)C was read as GAA glycogen mod -2%.
Screening COc1ccc(CCC(=O)NCCc2cnc[nH]2)cc1 returned GAA glycogen mod 2%.
For Cc1ccccc1CN1CCCN(Cc2ccc(Cl)cc2)S1(=O)=O the results were GAA glycogen mod -3%.
For O=c1[nH]c(O)c(/C=C2\C=Nc3ccc(OCc4ccccc4)cc32)c(=O)[nH]1 the results were GAA glycogen mod 21%[76.3 µM].
`COc1ccccc1N1CCN(CCc2ccccc2)CC1` gave GAA glycogen mod -12%[76.3 µM].
COc1cccc(N2C(=O)NC(=O)/C(=C\c3cn(C)c4ccccc34)C2=O)c1 was read as GAA glycogen mod 4%.
Screening CCC(Oc1cc(Cl)ccc1Cl)C(=O)N1CCC2(CC1)OCCO2 (configuration not stated) returned GAA glycogen mod -1%[76.3 µM].
For C=CCn1c(C)c(C=C2C(=O)NC(=O)NC2=O)c2ccccc21 the results were GAA glycogen mod 19%[76.3 µM].
Screening CC(C)c1ccc(NC(=O)CN2C(=O)CN=C(c3ccccc3)c3ccccc32)cc1 returned GAA glycogen mod 13%[76.3 µM].
CCOC(=O)C1(c2ccccc2)CCN(CCC(=O)Nc2ccccc2OC)CC1 was read as GAA glycogen mod 1%.
COP(=O)(OC)C(Nc1ccccc1)c1ccccc1 (configuration not stated) was read as GAA glycogen mod 0%[76.3 µM].
For Cc1cc(OCC(=O)NCc2ccncc2)c2c3c(c(=O)oc2c1)CCCC3 the results were GAA glycogen mod -3%[76.3 µM].
For c1ccc2c(CN3CCOCC3)c[nH]c2c1 the results were GAA glycogen mod 4%[76.3 µM].
For CN1CCC(OC(=O)c2cccc(F)c2)CC1 the results were GAA glycogen mod 5%.
CC(=O)N1CCN(Cc2ccc(Cl)nc2)CC1 was read as GAA glycogen mod 1%.
For COc1ccc(CN2CCNCC2)cc1 the results were GAA glycogen mod 2%[76.3 µM].
COc1ccc(OC)c(N2C(=O)CC(=O)NC2=O)c1 was read as GAA glycogen mod -9%[76.3 µM].
`C=CCn1c(O)c(/C=C2/C=c3ccccc3=N2)c(=O)[nH]c1=S` gave GAA glycogen mod 16%[76.3 µM].
Screening COC(=O)c1ccc(CN2CCSC2=N)cc1 returned GAA glycogen mod -7%[76.3 µM].
CC(C)c1ccc(NC(=O)CCNC(=O)N2C[C@H]3C[C@@H](C2)c2cccc(=O)n2C3)cc1 was read as GAA glycogen mod -3%[76.3 µM].

Grouped by structure: the compounds so far containing an NH in an aromatic ring
For OCCNCCc1c[nH]c2ccc(OCc3ccccc3)cc12 the results were GAA glycogen mod -4%.
For COc1ccc(OC)c(-n2c(O)c(/C=C3\C=Nc4ccccc43)c(=O)[nH]c2=O)c1 the results were GAA glycogen mod -9%.
For CC(=O)c1cn(CC(=O)NCCc2c[nH]c3ccccc23)c2ccccc12 the results were GAA glycogen mod -5%[76.3 µM].
Screening O=c1[nH]c(=S)n(-c2ccccc2F)c(O)c1C=NCCN1CCNCC1 returned GAA glycogen mod -6%.
O=c1[nH]c(O)c(C=Nc2ccc(F)c(Cl)c2)c(=O)[nH]1 was read as GAA glycogen mod 3%.
Screening CC(=Nc1ccc(F)cc1)c1c(O)n(C)c(=O)[nH]c1=O returned GAA glycogen mod 3%[76.3 µM].
`Cc1[nH]c2ccc(OC(F)(F)F)cc2c1CCNCc1cccc([N+](=O)[O-])c1` gave GAA glycogen mod -2%.
For Cc1cc(C)c(N=Cc2c(O)[nH]c(=O)[nH]c2=O)c(C)c1 the results were GAA glycogen mod 15%[76.3 µM].
Screening c1coc(CNCCc2c[nH]c3ccccc23)c1 returned GAA glycogen mod -11%[76.3 µM].
Screening COc1ccc(CCC(=O)NCCc2cnc[nH]2)cc1 returned GAA glycogen mod 2%.
For O=c1[nH]c(O)c(/C=C2\C=Nc3ccc(OCc4ccccc4)cc32)c(=O)[nH]1 the results were GAA glycogen mod 21%[76.3 µM].
For c1ccc2c(CN3CCOCC3)c[nH]c2c1 the results were GAA glycogen mod 4%[76.3 µM].
`C=CCn1c(O)c(/C=C2/C=c3ccccc3=N2)c(=O)[nH]c1=S` gave GAA glycogen mod 16%[76.3 µM].
